# Screening results from PubChem BioAssay.
# Pf Dd2 inh – qHTS Primary assay for Inhibitors of Plasmodium falciparum Dd2 growth in vitro. Potency, µM (doses to about 28.9 µM), inactives show at the top dose activity, negative = inhibition, actives largely listed as inhibitors. actives 4.3% (n = 120,000). P. falciparum Dd2 growth, SYBR Green, 72 h; active = well fitted inhibition curve with a large enough effect; inconclusive = small, poorly fitted or top-dose-only effect; inactive = no such curve, though single readings can be large or run the other way;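 note: plate controls were DMSO vehicle for no effect and reference drug for full effect; nearly all actives have a fitted effect of over 65% in size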
#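 Infected erythrocytes (Dd2, 0.3% parasitemia, 2.5% hematocrit final) are added to compound in RPMI-1640/Albumax II medium, grown 72 h at 37C in low oxygen, then lysed with saponin/Triton-X containing SYBR Green and read by fluorescence.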
# Numbers without * were called inactive; i = inactive; ? = inconclusive; [ ] = remark or other dose. Potency is the fitted concentration of half-maximal effect. Not all compounds are listed; rates above refer to the full screens.
smiles | Pf Dd2 inh
CC(=O)c1ccc(NC(=O)Cn2nc(N3CCN(c4ccccc4)CC3)ccc2=O)cc1 | 31%
Cc1ccc(C2c3cc(OCc4nc(C(=O)NCC5CC5)co4)ccc3CCN2C(=O)C2CC2)cc1 (stereo unspecified) | ?
COc1ccccc1C(=O)N1[C@H]2CC[C@@H]1c1cnc(-c3ccccc3)nc1C2 | i
COCCNC(=O)[C@H]1C[C@H](Oc2cccnc2)CN1C(=O)Nc1ccccc1 | -5%
Cc1cc(C)cc(N2CCC(N)C2=O)c1 (stereo unspecified) | i
Cc1ccc2cc3cc(C(=O)N4CCN(c5ccccc5)CC4)oc3nc2c1 | -5%
CN(C)CCCC(=O)N1Cc2ccccc2CC2(CCCCN2Cc2ccccc2)C1 (stereo unspecified) | ?
Cc1oc2ncnc(N3CCCCC3)c2c1C(=O)NCC1CCN(Cc2cccc(F)c2)CC1 | -17%
CC(=O)N1CCCC(c2nn(-c3cccc(Cl)c3)c(=O)[nH]2)C1 (stereo unspecified) | i
CCC(C)NC(=O)C(NC(=O)c1cccs1)C1CCN(C(=O)c2cccs2)CC1 (stereo unspecified) | i
COc1ccc(-c2noc(CCCC(=O)Nc3cccc(Cl)c3C)n2)cc1 | i[5.79 µM]
O=C(c1ccncc1)N1CC2CCC(C1)N2Cc1cccs1 | 3%
CCOCCc1nn2c(=O)cc(COC(=O)c3cccs3)nc2s1 | -24%
Cc1cccc(CN(C(=O)c2ccco2)c2ccc(CC(=O)N(C)Cc3ccccc3)cc2)c1 | -16%
O=C(Nc1ccccc1F)C(c1ccccc1)N1Cc2ccccc2C1=O (stereo unspecified) | i
CC(Oc1ccccc1)C(=O)N1CCN(c2cc(C(F)(F)F)ncn2)CC1 (stereo unspecified) | i
O=C(NCC1CCCN(C(=O)c2ccsc2)C1)c1ccc(-c2ccccc2)cc1 (stereo unspecified) | -17%
COc1ccc(OCC(=O)N2CCN(Cc3cc(=O)n4nc(-c5ccccc5C)sc4n3)CC2)cc1 | ?
COc1ccc(CN2CCC3(CC(Cc4ccccc4)=NO3)C2)cc1 (stereo unspecified) | ?
COc1ccc(-n2nc(C)c([C@@H]3C=C[C@@H](NCc4ccc(N(C)C)cc4)C3)c2C)cc1 | 1.6µM*
CCc1c(C(=O)N2CCc3c(c(C(=O)O)nn3CC3CC3)C2)csc1C | -20%
COCc1nc(C2CC(N)C2)cc(N(C)Cc2sccc2C)n1 (stereo unspecified) | ?
O=C(c1c(OCC2CC2)cc(=O)n2c1CCOCC2)N1CCc2ccccc2C1 | 0%
COCCn1c(SCC(=O)Nc2cc(Cl)ccc2OC)nc2c([nH]c3ccccc32)c1=O | ?
O=C(c1ccccc1)N1CC2(CCCN2Cc2cccnc2)Cc2ccccc21 (stereo unspecified) | ?
COc1cccc(C(=O)N2CCC(c3n[nH]c(=O)n3Cc3ccc(F)cc3)CC2)c1 | -16%
Cc1cccc(N2CCN(C(=O)c3cnn(-c4ccccc4Cl)c3C3CCN(C(=O)OC(C)(C)C)CC3)CC2C)c1 (stereo unspecified) | ?
Cc1c(O)cccc1C(=O)N1CC[C@@H](NC(=O)c2ccccn2)[C@H](O)C1 | 0%
Cc1cccc(N(C)C(=O)CN2C(=O)NC3(CCOCC3)C2=O)c1 | 15%
CNC(=O)[C@@H](Cc1ccccc1)N1CCC[C@H]1C(=O)N1CCC1 | 30%[activator][44.1 µM]

# A run of entries from the list above:
smiles | Pf Dd2 inh
Cc1cccc(N(C)C(=O)CN2C(=O)NC3(CCOCC3)C2=O)c1 | 15%
CNC(=O)[C@@H](Cc1ccccc1)N1CCC[C@H]1C(=O)N1CCC1 | 30%[activator][44.1 µM]

# Later entries:
smiles | Pf Dd2 inh
CCCNC(=O)CN1C(=O)COc2ccc(S(=O)(=O)N3CCC(C)CC3)cc21 | -21%
COc1cc2c(cc1OC)C(C[C@H]1CN(C(=O)Nc3cccc(Cl)c3)CC[C@H]1CC(=O)O)=NCC2 | i
COc1cccc(CN2CC3(CCN(C(=O)CSC(C)C)CC3)CC2=O)c1 | -3%
O=C([C@H]1CN2CCC1C[C@@H]2Cn1cc(-c2ccccc2)nn1)N1CCOCC1 (stereo partly specified) | -8%[44.1 µM]
CCCCNC(=O)c1cccc(-n2c(C)nc3cccnc32)c1 | i
COc1ccc(-c2nc(C3CC3)nc3c2CCN(Cc2cccc4ccccc24)CC3)cc1 | ?
Cc1cc(C)cc(C(=O)N2CCC(Oc3ccc(C(=O)N(C)C)cn3)CC2)c1 | ?
COc1cccc(C2CC(=O)Nc3cc4c(cc32)OCO4)c1OC(C)C (stereo unspecified) | 12%
Cc1nnc2n1CCC(N(C)C(=O)c1cncc(Br)c1)CC2 (stereo unspecified) | 9%
CCc1ccccc1NC(=O)N(C)CC1CCOC1 (stereo unspecified) | i
Cc1nc(-c2ccccc2)n(CC(=O)Nc2cccc(Cl)c2)c(=O)c1CCO | ?
COc1ccc(-c2cc(CC3(NCc4ccccc4O)COC3)no2)cc1 | i
COc1ccc(C(=O)N2CCC3(CC2)OC(=O)N(Cc2ccccc2F)C3(C)c2ccccc2)cn1 (stereo unspecified) | -5%
CC(C)Oc1ccc(CN2CCC(C)(c3noc(C4CCOCC4)n3)CC2)cc1 | i
NC(=O)CSc1nc2c(oc3ccccc32)c(=O)n1Cc1ccccc1 | 37%[activator]
Cc1ncsc1CN1CC(CO)C2(CCNCC2)C1 (stereo unspecified) | -4%
COc1ccc(NC(=O)c2ccc3c(c2)C2(CCN(C)C2)CN3CC2CC2)cc1 (stereo unspecified) | i
Cc1cccc(-c2nc(SCC(=O)NCC3CCCO3)c3c(=O)n(C)c(=O)n(C)c3n2)c1 (stereo unspecified) | -6%
COC(=O)CN1C(=O)[C@@H]2C[C@@H](O)CN2C2(CN(C3CCN(C(C)=O)CC3)C2)C1=O | -14%[44.1 µM]
CCCOc1ccc(-c2cccc(NS(=O)(=O)c3cc(OC)ccc3OC)c2)nn1 | ?
O=Cc1cccc(N2CCN([S+](=O)([O-])C3CC3)CC2=O)c1 | -18%
COc1ccc(Cl)cc1NC(=O)CN1C(=O)CN=C(c2ccccc2)c2cc(Cl)ccc21 | ?
Cc1ccc(C(=O)CSc2nnc3ccc4ccccc4n23)cc1 | ?
Cc1nc2cc(S(=O)(=O)N3CCOCC3)ccc2n1CCNC(=O)C1CC1 | -5%
CCOc1ccccc1NC(=O)Cn1c(=O)n(Cc2ccccc2)c(=O)c2c3c(sc21)CN(C(C)=O)CC3 | -21%
COc1ccc(-n2c(SCC(=O)Nc3ccc(Cl)c(C)c3)nc3n[nH]c(C)c3c2=N)cc1 | ?
CCC1c2nccn2CCCN1C(=O)Cn1cccn1 (stereo unspecified) | 21%
CCc1ccc(CN2C[C@@H]3C(=O)N(CCOC)C(=O)[C@@H]3C2)cc1 | 17%
COc1ccc(C(=O)N2CCc3c(nc4cc[nH]n4c3=O)C2)c(C)c1 | i
CC(C)(C)NC(=O)N1CCCN(S(=O)(=O)c2ccccc2)CCC(=O)NCC1 | 5%

# Looked up by compound from the list above, six records:
smiles | Pf Dd2 inh
COc1ccc(-c2cc(CC3(NCc4ccccc4O)COC3)no2)cc1 | i
CCc1ccccc1NC(=O)N(C)CC1CCOC1 (stereo unspecified) | i
Cc1ccc(C(=O)CSc2nnc3ccc4ccccc4n23)cc1 | ?
CCc1ccc(CN2C[C@@H]3C(=O)N(CCOC)C(=O)[C@@H]3C2)cc1 | 17%
Cc1cccc(-c2nc(SCC(=O)NCC3CCCO3)c3c(=O)n(C)c(=O)n(C)c3n2)c1 (stereo unspecified) | -6%
COc1ccc(NC(=O)c2ccc3c(c2)C2(CCN(C)C2)CN3CC2CC2)cc1 (stereo unspecified) | i

# Continued:
smiles | Pf Dd2 inh
O=c1n(-c2ccc([N+](=O)[O-])cc2)nc2n1CCN(Cc1ccccc1)C2 | -12%
Cc1oc(-c2ccccc2)nc1CNC(=O)NC1CCCCC1 | i
CNC(=O)NC[C@H]1CCN(Cc2ccc(C#N)cc2)C[C@H]1N(C)C | 30%
CN(CC1(c2ccccc2)CC1(C)C)C(=O)c1cn(C/C=C/c2ccccc2)nn1 (stereo unspecified) | -3%
O=C(c1cccc(F)c1)N1CCCN(c2cc(-c3ccc(F)cc3)[nH]n2)CC1 | ?
COc1cc2c(cc1OCC1CC1)NC(=O)C21CCN(C(=O)c2cccc(C#N)c2)CC1 | ?
CN1C(=O)[C@@H]2C[C@@H](CN2C2COC2)Oc2ccccc21 | 6%[44.1 µM]
COc1ccccc1C(=O)Nc1nnc(SCc2cc(=O)c3ccccc3[nH]2)s1 | 21%
Cc1cc(C(F)F)n2nc(C(=O)Nc3ccc(C(C)C)cc3)nc2n1 | -20%
CC(=O)N1CCN(c2nc(-c3c(C)noc3C)cc3cc(CN(C)C)oc23)CC1 | 7.9µM*
COc1ccc(-c2[nH]nc3ncc(-c4ccc(OC)nc4)nc23)c(C)c1 | i
CC(Oc1ccccc1)C(=O)Nc1ccccc1C(=O)OCc1cc(=O)n2nc(C(C)C)sc2n1 (stereo unspecified) | i
CN1CC2(CCN(C(=O)c3ccc4ccccc4n3)CC2)CC1C(=O)N1CCOCC1 (stereo unspecified) | -7%
CN1CCN(Cc2nc(C3(O)CCN(C(=O)N4CCOCC4)CC3)cs2)CC1 | 5%[44.1 µM]
CCOc1ccc(NC(=O)N2CC(C(=O)N(C)C)C3(CCOCC3)C2)cc1 (stereo unspecified) | -17%
Cc1ccc(-c2cc3ncc4c(n3n2)-c2cc(F)ccc2OC4)cc1 | 40%[activator]
CN(CC(=O)Nc1ccc(Cl)cc1F)S(=O)(=O)c1ccc2c(c1)n(C)c(=O)c(=O)n2C | 5%
COc1ccccc1/C=C(\C#N)C(=O)NCC1CCCO1 (stereo unspecified) | 31%
N#Cc1nc(/C=C/c2ccc(F)cc2)oc1N1CCCCCC1 | -6%
Cc1cccc(C(=O)N2CCc3cc(CNC(=O)c4ccnn4C)ccc32)c1 | i
Cc1ccccc1[C@H]1[C@@H](C(=O)NCCn2ccnc2)C[C@@](C)(C(=O)O)N1C | -2%
Cc1cccnc1C(=O)N[C@@H]1CN(C2CCOCC2)C[C@H]1CN(C)C | -9%
CCOC(=O)C1CCN(C(=O)c2ccc3c(c2)sc2nc(-c4ccc(C)cc4)cn23)CC1 | ?
CN(C)c1ccc(CN2C[C@H](O)C[C@H]2c2nc(-c3ccc(C(F)(F)F)cc3)no2)cc1 | 23%[44.1 µM]
CC(C)c1noc(CC2CCN(C(=O)c3ccsc3)CC2)n1 | 12%
CN1CCC(C(=O)N2Cc3ccccc3CC3(CCCN(C)C3)C2)CC1 (stereo unspecified) | -6%
Cc1noc([C@@H]2CN(C(=O)c3ccco3)C[C@H]2COCC2CC2)n1 | 12%
Cc1nc([C@H]2CCNC[C@H]2NC(=O)C2CC2)n[nH]1 | 2%
COCCNC(=O)NC[C@H]1O[C@@H]2C[C@@H](CC(=O)N3CCOCC3)O[C@@H]2[C@@H]1O | 8%[44.1 µM]
CCCN(C)C(=O)c1cc(-c2ccncc2)cn1Cc1ccccc1C | ?

# Continuation.
SMILES,Pf Dd2 inh
C=CCCC(CN1CCCOCC1)Oc1nccc(C)n1 (stereo unspecified),?
COCCn1c(C)nnc1-c1cc(-c2cccc(F)c2)ccn1,-12%[44.1 µM]
Cc1cccc(NC(=O)C2CCCN(S(=O)(=O)c3ccc4c(c3)oc(=O)n4C)C2)c1C (stereo unspecified),-17%
Cc1noc(-c2ccn3c(CNC(=O)c4cccc(N(C)C)c4)nnc3c2)n1,-4%
O=C1CC2(CCN(c3nc(-c4ccccc4)no3)CC2)CN1Cc1ccccc1,-1%
COc1ccc(CNC(=O)c2cnc(N3CCCC3)nc2C)cc1,53%[activator]
COc1ccc(CNC(=O)CN2C(=O)COc3ccc(S(=O)(=O)N4CCCCC4)cc32)cc1,-3%
CCN(CC)S(=O)(=O)c1ccc2c(c1)N(CC(=O)NCCc1ccccc1)C(=O)CO2,18%
COc1ccc(S(=O)(=O)N2CCC(N3CCN(Cc4ccc(F)cc4)C(=O)C3=O)CC2)cc1,6%
CCC(C(=O)NCCc1ccc(SC)cc1)n1nc(C)c2sc3ccccc3c2c1=O (stereo unspecified),-8%
Cc1c(CNC(=O)c2ccc(C3CCNC3)cc2)oc2ccccc12 (stereo unspecified),?
CCSCCNC(=O)c1c(C)noc1-c1ccc(C(C)(C)C)cc1,?
O=C1OC2(CN(c3ccc4c(c3)OCO4)C2)CN1c1ccccc1,-20%[44.1 µM]
O=C(c1ccccc1F)N1CCCN(c2cc(-c3ccc(Cl)cc3)[nH]n2)CC1,?
CS(=O)(=O)N1CCC(C2CCN(C(=O)c3ccc(F)c(F)c3)C2)CC1 (stereo unspecified),5%
Cc1cccc(CCNC(=O)c2nc(-c3ccc(Cl)cc3)n3c2CCCCC3)c1,-26%
CN(CC(=O)O)c1ncc(CN2CCn3nc(C(O)CO)cc3C2)cn1 (stereo unspecified),-8%
COc1cccc(C(=O)NCc2nnc3c(-c4nc(C)no4)cccn23)c1,-30%
COc1cc(OC)cc(C2NC(=O)NC(C)=C2C(=O)N2CCNC(=O)C2)c1 (stereo unspecified),9%
Cc1ccsc1CN1CCCC2(Cc3ccccc3CNC2=O)C1 (stereo unspecified),-27%
CCOC(=O)C1CCCN(C(=O)c2nn(-c3ccc(C)cc3)c(=O)n(C)c2=O)C1 (stereo unspecified),11%
O=[S+]([O-])(NCC1CN(Cc2ccc(O)cc2)CC12CN(c1ccccc1)C2)c1ccccc1 (stereo unspecified),?
COc1cccc(-c2noc(-c3ccc(-c4cn[nH]c4)nc3)n2)c1OC,-23%
CC(C)CN1CCN(C(=O)C2CCN(C(=O)N3CC4CC(C3)[C@H]3CCCC(=O)N3C4)CC2)CC1 (stereo partly specified),-6%
O=C1NC2(CCCN([S+](=O)([O-])c3ccccc3)C2)Oc2ccccc21 (stereo unspecified),1%
